# Source: PubChem BioAssay
# VIM-2 inh: VIM-2 metallo-beta-lactamase inhibitors, primary screen, biochemical, epi-absorbance readout, Pseudomonas aeruginosa enzyme | purified VIM-2, nitrocefin hydrolysis, epi-absorbance fluorescence | inhibition, % at 5.6 µM | 0.89% of 290,000 active;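 active means inhibition above the mean of all tested compounds plus 3 SD, cutoff set per screening run, cut at about 7.5% in these data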;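 further: red hydrolysis product quenches plate fluorescence so inhibitors raise well fluorescence; 0% = enzyme with DMSO and 100% = DMSO without enzyme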
# HCV NS3 hel inh: inhibitors of HCV NS3 helicase, primary screen, biochemical, Cy5 molecular beacon fluorescence. Hepatitis C virus NS3 helicase. NS3 helicase DNA unwinding. inhibition, % at 10.9 µM. 0.56% of 290,000 active;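 active means inhibition above the mean of all tested compounds plus 3 SD, set per campaign, cut at about 35% in these data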;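 further: 0% = DMSO wells and 100% = thioflavine S control wells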
#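 Measured by: Cy5 fluorescence, 0 and 60 min reads / Assay system: NS3 helicase fragment of HCV / Control set: low DMSO, high thioflavine S at 110 µM / Times: 1 h reaction at 25 °C, ATP-initiated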
# MEKK2 mut-MEK5: MEK5 binding signal on mutant MEKK2 PB1, primary screen, biochemical, multiplex bead flow cytometry, Alexa488-MEK5 | Alexa488-MEK5 binding to MEKK2 mutant | percent response, % at 10 µM | 0.35% of 290,000 active; in the data active means percent response above about 24%, passing the limit was not always enough; further: inactives centre near 1; some results filed as inactive read as strong as hits
# M18AAP inhibitor: PfM18AAP inhibitors, malaria aminopeptidase, primary screen, biochemical, QFRET, recombinant enzyme; M18 aspartyl aminopeptidase (Plasmodium falciparum 3D7); H-Glu-NHMec fluorogenic cleavage; inhibition, % at 7.35 µM; 1.2% of 290,000 active; AID 1822, 2009;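 active means inhibition above the campaign mean inhibition over all tested compounds plus 3 SD, cut at about 28% in these data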;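 further: 0% = plate median of test compound wells and 100% = 2 mM ZnCl2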
# IMP-1 inhibitor: IMP-1 metallo-beta-lactamase inhibitors, primary screen, biochemical, epi-absorbance readout, Pseudomonas aeruginosa enzyme | inhibition, % at 5.6 µM | AID 1556, 2009 | metallo-beta-lactamase IMP-1 (Pseudomonas aeruginosa) | purified IMP-1, nitrocefin hydrolysis, epi-absorbance fluorescence | 0.45% of 290,000 active;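 active means inhibition above the mean plus 3 SD of all compounds in the same screening run, cut at about 4.5% in these data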;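 further: 0% = IMP-1 with DMSO and 100% = DMSO wells lacking enzyme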
#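 Assay system: purified recombinant IMP-1 beta-lactamase. Input: IMP-1 0.2 nM before substrate addition. Buffer or medium: Zinc- and detergent-supplemented HEPES buffer, pH 7.1. Schedule: 25 °C, 15 min preincubation, 25 min reaction. Signal: Epi-absorbance fluorescence, 480 nm excitation, 530 nm emission. Evaluation: percent inhibition from optical density relative to buffer-blank wells.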
# DNA FID counter: compounds displacing fluorescent DNA intercalator, primary screen, artefact control for HCV NS3 helicase inhibitor project, biochemical, FID fluorescence. DNA fluorescent intercalator displacement. inhibition, % at 7.9 µM. 0.17% of 290,000 active. AID 1845, 2009; in the data active means inhibition above about 37%;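 further: 0% = vehicle and 100% = reference compound; higher means more ethidium bromide displaced from hairpin DNA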
# MEKK2wt PB1 HTS: modulators of MEK5 binding to wildtype MEKK2, primary screen, biochemical, multiplex bead flow cytometry, Alexa488-MEK5 | Mitogen-activated protein kinase kinase kinase 2 (Homo sapiens), Q9Y2U5 | Alexa488-MEK5 binding to MEKK2 WT; actives lie on both sides | binding response (% of control), % at 10 µM | 1.1% of 290,000 active | AID 1531, 2009; in the data active means binding response below about 67% or above about 130%
# UBC9 SUMO inh: inhibitors of in vitro SUMOylation cascade, primary screen, biochemical, HTRF, uHTS; HTRF SUMOylation assay, SAE1/SAE2 + UBC9; SUMO-conjugating enzyme UBC9 (Homo sapiens), P63279; 0.36% of 290,000 active; inhibition, % at 35 µM; in the data active means inhibition above about 50%, passing the limit was not always enough; further: strong numbers were not always called active
# Target sequence (P63279 whole entry, looked up): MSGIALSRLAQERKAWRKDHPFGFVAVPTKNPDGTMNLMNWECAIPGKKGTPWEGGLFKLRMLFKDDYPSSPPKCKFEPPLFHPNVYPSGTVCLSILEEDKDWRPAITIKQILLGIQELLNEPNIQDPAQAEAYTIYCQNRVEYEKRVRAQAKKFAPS
# NALP1 yeast inh: NALP1 inflammasome inhibitors in reconstituted yeast, colorimetric, S. cerevisiae, triplicate retest | inhibition, % at 10 µM | S. cerevisiae NALP1/ASC/caspase-1 growth, X-gal OD620, 72 h | AID 2071, 2009 | 0.61% of 280,000 active; in the data active means inhibition mostly above about 24%, no sharp cut-off; inactive means mostly below about 32%; further: some compounds called inactive have numbers as strong as hits
# Active calls of the source: *; . = no result given.
# Sample of the layout (3 entries):
no.	SMILES	VIM-2 inh	HCV NS3 hel inh	MEKK2 mut-MEK5	M18AAP inhibitor	IMP-1 inhibitor	DNA FID counter	MEKK2wt PB1 HTS	UBC9 SUMO inh	NALP1 yeast inh
1	COc1ccc(C2=NOC(C(=O)NC(C)C)C2)cc1 (stereo not drawn)	-2.7	9	12	8	-2.8	-3	107	34	18
2	COc1ccc(N(CCC#N)S(=O)(=O)c2ccc(Cl)cc2)cc1	-2.2	-4	4	-1	3.9	-5	99	-4	53
3	CCN(C(=O)COC(=O)CNC(=O)c1ccc(C)s1)c1ccccc1	-3.7	8	-8	-33	-3.0	-17	83	3	6

# Results, from the first entry:
no.	SMILES	VIM-2 inh	HCV NS3 hel inh	MEKK2 mut-MEK5	M18AAP inhibitor	IMP-1 inhibitor	DNA FID counter	MEKK2wt PB1 HTS	UBC9 SUMO inh	NALP1 yeast inh
1	COc1ccc(C2=NOC(C(=O)NC(C)C)C2)cc1 (stereo not drawn)	-2.7	9	12	8	-2.8	-3	107	34	18
2	COc1ccc(N(CCC#N)S(=O)(=O)c2ccc(Cl)cc2)cc1	-2.2	-4	4	-1	3.9	-5	99	-4	53
3	CCN(C(=O)COC(=O)CNC(=O)c1ccc(C)s1)c1ccccc1	-3.7	8	-8	-33	-3.0	-17	83	3	6
4	Cc1cccc(C)c1NC(=O)COC(=O)c1cc(=O)c2ccccc2o1	-0.8	-3	-2	5	-3.8	5	95	32	.
5	O=C(COc1ccccc1)NC(=S)Nc1cccc([N+](=O)[O-])c1	-2.4	-1	-2	2	-4.5	5	93	-16	7
6	CCC(C)NCCCCOc1cc(C)cc(C(C)C)c1 (stereo not drawn)	-3.4	-9	-1	-2	0.4	10	99	-25	28
7	CCOC(=O)C(=O)CC(=O)c1ccc2c(c1)OCCO2	2.8	2	-3	1	2.6	-14	98	15	8
8	CCCc1cc(=O)oc2c(C)c(OCC(=O)N3C[C@H]4C[C@@H](C3)c3cccc(=O)n3C4)ccc12	-1.0	-2	4	-12	-2.1	-26	102	5	2
9	CCC(NC(=O)Nc1nnc(C(F)(F)F)s1)(C(F)(F)F)C(F)(F)F	-2.8	7	2	-8	-3.9	-6	101	10	13
10	O=C1CC(C(=O)Nc2ccc(F)cc2)S/C(=N\N=C\c2ccco2)N1 (stereo not drawn)	-2.6	3	-1	-5	-4.8	-2	105	-1	10
11	Cc1ccccc1NC(=O)/C=C/c1ccc([N+](=O)[O-])s1	-3.5	14	11	6	-0.8	4	100	-10	40
12	O=C(COc1cccnc1[N+](=O)[O-])N1CCN(C(=O)c2ccco2)CC1	0.8	2	-9	0	-1.4	-1	88	10	5
13	Cc1cc(C)nc(SCc2ccc(C(=O)NN=C3C4CC5CC(C4)CC3C5)cc2)n1	-0.7	3	-3	1	-3.1	-15	92	3	33
14	O=C(CCNS(=O)(=O)c1cccc2nsnc12)NCc1cccs1	-1.1	1	0	-6	-3.2	-1	100	6	6
15	C=C(C)COc1ccc(-c2n[nH]c(C)c2-c2ccc(OC)cc2)c(O)c1	-3.2	-10	9	0	-2.0	3	121	-18	-21
16	CCNC(=O)COC(=O)/C=C/c1cccc([N+](=O)[O-])c1	-1.3	8	-1	-3	-0.5	-4	97	13	-10
17	CC(=O)Oc1ccc(C)cc1N1C(=O)c2ccc(C(=O)O)cc2C1=O	0.5	2	-3	18	-3.7	2	102	0	16
18	CCOC(=O)C1(Cc2ccccc2)CCCN(Cc2ccncc2)C1 (stereo not drawn)	-0.6	-3	-14	-10	0.0	-13	85	1	15
19	Cn1c(/N=C/c2cc(Cl)ccc2O)nc2ccccc21	-3.3	-2	-14	8	-3.4	-1	75	20	0
20	CCOc1cc(-c2noc(N)c2C(=O)OC)cc(OCC)c1OCC	4.1	-2	.	-10	0.2	-23	.	3	9
21	CCOC(=O)c1[nH]cnc1C(=O)NCc1ccccc1	-2.3	-1	-1	4	-4.6	-5	100	1	1
22	COC(=O)CC1(C(=O)OC)Oc2ccc(Br)cc2C(=O)N1c1ccc(Br)cc1Cl (stereo not drawn)	-1.6	-7	-15	3	-2.6	-13	93	-3	-3
23	CCOC(=O)CN1CC23C=CC(O2)C(C(=O)NC2CCCC2)C3C1=O (stereo not drawn)	-1.8	-1	3	-2	-1.9	0	101	-5	.
24	O=C(N/N=C/c1c(O)ccc2ccccc12)c1ccc(Br)o1	-4.3	6	1	12	-3.9	-14	100	13	-6
25	O=C(CSc1nccn1-c1cccc(Cl)c1)NO	-0.8	6	0	22	-2.0	-7	99	-3	20

# (listing goes on)
no.	SMILES	VIM-2 inh	HCV NS3 hel inh	MEKK2 mut-MEK5	M18AAP inhibitor	IMP-1 inhibitor	DNA FID counter	MEKK2wt PB1 HTS	UBC9 SUMO inh	NALP1 yeast inh
26	NC(=O)c1c[nH]c2ccccc12	0.7	-2	-1	2	-1.2	-5	100	-3	11
27	O=C(O)COc1ccccc1/C=N/NC(=O)CSc1nnc(SCc2ccccc2)s1	-3.0	-3	2	-3	-1.2	-31	96	33	.
28	C/C=C/C(=O)OCC(=O)Nc1ccc(OC)c(Cl)c1	-0.6	-3	2	0	-3.2	-3	97	-8	40
29	CCCc1nc2cc(Cl)c([N+](=O)[O-])cc2o1	-2.6	-1	2	1	-1.6	1	105	20	15
30	CCOC(=O)c1sc(NC(=O)c2noc3c2CCCC3)c(C(=O)OCC)c1C	-2.2	2	.	2	-2.0	-1	.	.	.
31	Cc1cnc(C(=O)OCC(=O)c2ccc(F)cc2)cn1	0.6	-5	3	-3	0.8	0	104	72	-44
32	Cc1cc(C)n2nc(SCC(=O)c3c(N)n(CC(C)C)c(=O)n(C)c3=O)nc2n1	1.6	6	-9	-2	-1.4	-11	90	-9	10
33	O=C(Nc1cccc(C(=O)NC2CCCC2)c1)c1ccccc1	-4.9	12	4	1	-3.1	-18	97	2	14
34	CC(NC(=O)COC(=O)c1ccc2c(c1)OCO2)c1ccccc1 (stereo not drawn)	-0.4	-12	-3	-11	-3.2	-4	92	9	-2
35	CCC/C(=N\NC(=O)c1csc(C)c1C)c1cccs1	-1.2	-2	6	-17	-2.0	-4	112	2	26
36	Cc1nn(C(=O)c2cccc([N+](=O)[O-])c2)c(C)c1Sc1ccccc1	-1.8	-2	6	-5	-2.9	-3	105	-11	-9
37	CCSc1nnc(CNc2ccc(C)cc2)n1C	-4.3	-5	-3	-1	-2.4	-9	93	7	16
38	COc1ccccc1CNC(=O)C1CCN(Cc2nc(-c3cccc(Cl)c3)oc2C)CC1	-2.1	-16	25	0	-3.9	1	134	21	-22
39	O=C1c2ccccc2C(=O)N1c1cccnc1	-2.5	-5	-7	0	-1.8	-1	95	0	11
40	CN(C(=O)COC(=O)CNC(=O)c1ccc2ccccc2c1)c1c(N)n(Cc2ccccc2)c(=O)[nH]c1=O	-1.0	2	4	3	-2.1	-29	106	2	11
41	COC(=O)c1cc(S(=O)(=O)NCC2CCN(Cc3cccc(F)c3)CC2)c[nH]1	-0.4	16	-7	-2	-1.4	12	93	-4	8
42	Cc1cc(C=O)c(C)n1-c1ccc(N2CCOCC2)cc1	0.5	4	3	7	-5.0	0	105	-2	-1
43	COc1cccc(C(=O)N2CCN(C(=O)c3cccs3)CC2)c1OC	-3.1	-2	-1	0	-4.9	-9	98	5	24
44	Cc1nc2ccc(NC(=O)N3CCOCC3)cc2nc1C	2.8	-12	-2	-1	-5.6	-4	100	33	5
45	CCN(CC)C(=O)CSc1nc2ccc(NC(=O)CSc3nnc(COc4ccccc4C)n3C)cc2s1	-0.3	-16	6	-5	-1.6	-32	105	14	2
46	N#CC1=C(N)Oc2cc(N)ccc2C1c1cc(Br)cs1 (stereo not drawn)	0.9	-1	0	18	1.7	2	104	9	15
47	CCN(CC)S(=O)(=O)c1ccc(Cl)c(C(=O)N2CCc3ccccc32)c1	-5.6	2	5	-21	1.7	-21	96	11	2
48	CN(C)C(CNC(=O)CCCN1C(=O)c2cccc3cccc(c23)C1=O)c1ccccc1 (stereo not drawn)	9.2*	-2	4	12	-4.4	2	105	15	16
49	Cn1c(SCC(=O)Nc2ccc3[nH]c(=O)[nH]c3c2)nnc1-c1ccccc1	1.4	0	1	4	0.4	-9	101	3	9
50	CCOc1ccccc1NC(=O)CCS(=O)(=O)c1ccc(OC)cc1	2.7	-9	-6	-12	0.4	-12	93	12	5

# Going on with the list:
no.	SMILES	VIM-2 inh	HCV NS3 hel inh	MEKK2 mut-MEK5	M18AAP inhibitor	IMP-1 inhibitor	DNA FID counter	MEKK2wt PB1 HTS	UBC9 SUMO inh	NALP1 yeast inh
51	CCOC(=O)c1sc(NC(=O)Nc2ccc(Cl)cc2)nc1C	-0.4	1	0	-3	-1.4	2	99	-18	27
52	CCc1nc(N2CCN(Cc3ccc4c(c3)OCO4)CC2)c2oc3ccccc3c2n1	-0.9	-42	5	-6	-3.2	-11	113	-3	29
53	COC(=O)c1ccc(NS(=O)(=O)c2ccc(Cl)cc2)o1	0.6	10	-4	6	2.3	-28	104	31	-3
54	COCCCNC(=O)c1ccc(Cn2c(=O)c3ccccc3n(CC(=O)NCc3ccco3)c2=O)cc1	-2.1	12	-4	-4	-0.4	-23	94	7	12
55	COc1cc(C(=O)N2CCN(C3CCC(C)CC3)CC2)cc(OC)c1OC (stereo not drawn)	-1.2	-2	1	-4	1.1	-7	100	-1	26
56	CCN1CCCC1CNc1ncnc2c1[nH]c1ccc(Cl)cc12 (stereo not drawn)	12*	-31	35*	9	2.4	28	125	22	23

# Given with values under each structure: part of the list above.
# The line under a structure holds: VIM-2 inh, HCV NS3 hel inh, MEKK2 mut-MEK5, M18AAP inhibitor, IMP-1 inhibitor, DNA FID counter, MEKK2wt PB1 HTS, UBC9 SUMO inh, NALP1 yeast inh
11: Cc1ccccc1NC(=O)/C=C/c1ccc([N+](=O)[O-])s1
→ -3.5, 14, 11, 6, -0.8, 4, 100, -10, 40
12: O=C(COc1cccnc1[N+](=O)[O-])N1CCN(C(=O)c2ccco2)CC1
→ 0.8, 2, -9, 0, -1.4, -1, 88, 10, 5

# A portion from further up:
no.	SMILES	VIM-2 inh	HCV NS3 hel inh	MEKK2 mut-MEK5	M18AAP inhibitor	IMP-1 inhibitor	DNA FID counter	MEKK2wt PB1 HTS	UBC9 SUMO inh	NALP1 yeast inh
1	COc1ccc(C2=NOC(C(=O)NC(C)C)C2)cc1 (stereo not drawn)	-2.7	9	12	8	-2.8	-3	107	34	18
2	COc1ccc(N(CCC#N)S(=O)(=O)c2ccc(Cl)cc2)cc1	-2.2	-4	4	-1	3.9	-5	99	-4	53
3	CCN(C(=O)COC(=O)CNC(=O)c1ccc(C)s1)c1ccccc1	-3.7	8	-8	-33	-3.0	-17	83	3	6
